High-throughput results: PubChem BioAssay, National Center for Advancing Translational Sciences (NCATS)
KB-3-1 tox: KB-3-1 parental cell cytotoxicity; KB-3-1 viability, CellTiter-Glo ATP luminescence, 72 h; Potency, µM (series often up to 46.1 µM), for the others: at the top dose activity change, negative = cytotoxic, most hits filed as cytotoxic; 400,000 compounds, 1.4% hits; further: potency means the concentration at half of the fitted maximal effect; on the % scale 0 is the no-effect control and ±100 the full control effect; nearly all actives have a fitted effect of over 60% in size
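KB-3-1 cells, DMEM (no phenol red) + 10% FBS; compound by pin transfer, 72 h, 37 °C. Readout: CellTiter-Glo luminescence after 10 min. Data normalized, curve-fitted.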
HT1080-NT tox: kills 2HG-producing HT-1080-NT fibrosarcoma cells; 360,000 compounds, 1.6% hits; Potency, µM (doses to about 46.1 µM), without a hit: top-dose activity, negative = less viability, hits mostly cytotoxic; HT-1080-NT fibrosarcoma viability, CellTiter-Glo ATP luminescence, 48 h; AID 686970;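 further: NT is the 2HG producing partner of a matched IDH1 knockdown line; potency means the concentration at half of the fitted maximal effect; 0% = DMSO-treated cells and -100% = media-only wells without cells; nearly all actives have a fitted effect of over 55% in size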
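Compounds were tested in concentration-response format on HT-1080-NT cells for 48 hours at 37 degrees C. Cell viability came from CellTiter-Glo luminescence; curves were classified by r2, response magnitude and activity.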
HT1080 IDH1KD tx: kills HT-1080 cells with IDH1 knockdown; HT-1080 IDH1 knockdown viability, ATP luminescence, 48 h; Potency, µM (doses to about 46.1 µM), for inactives: at the top dose activity, negative = toxicity, usual class: cytotoxic; 360,000 compounds, 2% hits;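 further: potency means the concentration at half of the fitted maximal effect; 0% = DMSO wells and -100% = cell-free medium wells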
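In this qHTS, HT-1080 cells depleted of IDH1 are exposed for 48 h at 37 °C to compound titrations. Toxicity is scored from CellTiter-Glo luminescence, with DMSO as full viability and medium alone as none.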
IL-1B inflam inh: blocks inflammasome-driven IL-1 beta release. 360,000 compounds, 4.7% hits. activity change, % at 57.5 µM. AID 743279. THP-1 LPS/ATP IL-1B secretion, AlphaLISA, 16 h; active compounds read low; in the data active means activity change below about -50%; inconclusive means mostly about -30% to -49%; further: on the % scale 0 is the no-effect control and ±100 the full control effect
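THP-1 cells pretreated 1 hr with compounds (up to 57.5 uM final), then stimulated with LPS (250 ng/mL final) plus ATP (1.25 mM final); secreted IL-1B measured by AlphaLISA after 16 hr, decreased signal indicating inhibition.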
D3 ag: activates the human D3 dopamine receptor; D3R DiscoveRx beta-arrestin cells, luminescence, 90 min; max activation, %; 410,000 compounds, 0.58% hits; AID 652048; in the data active means max activation above about 30%; further: 0% is about no effect; mostly tested at two doses, the higher about 12 µM
Target sequence (P35462 whole entry, looked up): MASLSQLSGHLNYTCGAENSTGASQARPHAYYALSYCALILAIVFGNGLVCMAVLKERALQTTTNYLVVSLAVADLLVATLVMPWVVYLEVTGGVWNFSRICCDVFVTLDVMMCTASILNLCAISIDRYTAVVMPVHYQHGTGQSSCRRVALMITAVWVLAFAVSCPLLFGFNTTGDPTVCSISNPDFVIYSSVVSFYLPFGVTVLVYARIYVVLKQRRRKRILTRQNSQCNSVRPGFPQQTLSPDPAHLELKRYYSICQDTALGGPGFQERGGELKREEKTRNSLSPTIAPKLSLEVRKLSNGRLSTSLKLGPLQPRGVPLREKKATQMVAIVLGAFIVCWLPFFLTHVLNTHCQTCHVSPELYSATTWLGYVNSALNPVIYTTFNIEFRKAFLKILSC
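Cells at 1500/well, incubated overnight, then treated with pinned compounds (dopamine as control) for 90 min at 37 degrees C. DiscoveRx reagent added for 30 - 60 minutes at room temperature; luminescence read.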
KB-V1 cytotox: kills drug-selected multidrug resistant KB-V1 cells; KB-V1 MDR cells viability, CellTiter-Glo, 72 h; Potency, µM (series often up to 46.1 µM), without a hit: at the highest dose activity change, negative = cytotoxicity, most hits filed as cytotoxic; AID 1347076; 400,000 compounds, 3.4% hits; further: potency means the concentration at half of the fitted maximal effect; on the % scale 0 is the no-effect control and ±100 the full control effect; nearly all actives have a fitted effect of over 60% in size
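KB-V1 MDR subline cells in DMEM (phenol-red free, 10% FBS) exposed to compounds in qHTS concentration series for 72 h at 37 degrees C. Viability read by CellTiter-Glo luminescence; concentration-effect curves fitted after normalization and correction.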
D3 antag: antagonists of human D3 dopamine receptor. 360,000 compounds, 2.5% hits. D3R cells, DiscoveRx beta-arrestin luminescence, antagonist mode; active compounds read low. max response, negative = inhibition, %. AID 652054. P35462; in the data active means max response below about -50%; inconclusive means no clear call, values can overlap the other calls; further: on the % scale 0 is the no-effect control and ±100 the full control effect; mostly tested at two doses, the higher about 12 µM
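Cells expressing the human receptor were seeded at 1500 cells/well, incubated overnight at 37 degrees C in 5% CO2, then exposed to library compounds with dopamine controls for 90 minutes at 37 degrees C before luminescent detection.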
GLP-1R agonist: agonists of human GLP-1 receptor. HEK293 GLP-1R CRE-luciferase, luminescence, 4-6 h; cells express a hypersensitive GLP-1R form. Potency, µM (titrated, usually from 45.6 µM), inactives show at the top dose activation, hits mostly activators. 380,000 compounds, 0.007% hits. AID 624172; further: potency means the concentration at half of the fitted maximal effect; % of control where 0% means no effect
Target sequence (P43220 whole entry, looked up): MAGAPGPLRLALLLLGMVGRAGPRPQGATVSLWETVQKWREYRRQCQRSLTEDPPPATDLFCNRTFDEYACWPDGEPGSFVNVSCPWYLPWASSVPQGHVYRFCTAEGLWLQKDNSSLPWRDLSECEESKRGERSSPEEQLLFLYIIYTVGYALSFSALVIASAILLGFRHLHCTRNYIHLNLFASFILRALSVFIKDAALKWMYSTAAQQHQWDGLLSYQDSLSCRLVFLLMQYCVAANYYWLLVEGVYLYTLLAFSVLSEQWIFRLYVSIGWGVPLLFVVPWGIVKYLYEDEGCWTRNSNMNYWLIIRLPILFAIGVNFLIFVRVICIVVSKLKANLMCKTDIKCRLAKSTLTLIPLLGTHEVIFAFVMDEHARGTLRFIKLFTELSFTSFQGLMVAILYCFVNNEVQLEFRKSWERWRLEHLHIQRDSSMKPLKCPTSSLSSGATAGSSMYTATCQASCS
SW480 rerep: DNA re-replication induction in SW480 cells; SW480 DNA re-replication, Hoechst DNA content imaging, 48 h; Potency, µM (series often up to 46.1 µM), inactives show top-dose re-replication activation, hits mostly activators; 340,000 compounds, 1.8% hits; AID 624297; further: potency means the concentration at half of the fitted maximal effect; % of control where 0% means no effect; nearly all actives have a fitted effect of over 55% in size
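DNA re-replication was detected as more nuclei of elevated Hoechst intensity after 48 hr exposure to compound (23 nL pinned per well of 250 cells).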
* marks the source's active call; other numbers are inactive results; ? = inconclusive; nt = not tested or not shown; [ ] = remark or other dose. Unless noted, the call rests on the fitted dose curve; in most records, active means well fitted curve in the direction sought with a large enough effect; inconclusive means small, poorly fitted or top-dose-only effect, or another doubt; inactive means no such curve, though single readings can be large; an effect the other way counts as inactive or inconclusive.

SMILES,KB-3-1 tox,HT1080-NT tox,HT1080 IDH1KD tx,IL-1B inflam inh,D3 ag,KB-V1 cytotox,D3 antag,GLP-1R agonist,SW480 rerep
CCN(CC(=O)Nc1c(F)cccc1F)C(=O)Cc1ccc2c(c1)OCCO2,-1%,2%,-1%,-10,-7,-15%,-16,-4%,-23%
CN(C(=O)Cc1ccccc1)n1cnnc1,-4%,21%,16%,-12,12,14%,0,-5%,1%
CCOc1ccc(NC(=O)Cn2cncc2-c2ccc([N+](=O)[O-])cc2)cc1,7%,4%,-12%,28,-9,-9%,-12,-11%,-34%[inhibitor]
Cc1ccc(NC(=O)NCCCl)cc1S(=O)(=O)N1CCOCC1,-14%,9%,20%,3,-11,8%,19,8%,-12%
O=C(COC(=O)CCc1c[nH]c(=O)[nH]1)Nc1ccccc1,-2%,-8%,-1%,19,-3,20%,9,-4%,-3%
COc1cc(OC)c(OC)cc1CN1CCN(Cc2cccn2C)CC1,14%,19%,10%,-6,-5,?,-9,1%,-2%
O=C(O)c1ccc(S(=O)(=O)c2ccc(Sc3ccc(C(=O)O)c(C(=O)O)c3)cc2)cc1,?,1%,9%,10,3,2%,6,1%,-8%
Cc1cc(NC(=O)Cc2cccs2)no1,18%,6%,-2%,21,1,-1%,6,-11%,-7%
CC(=O)Nc1ccc(NC(=O)c2c([N+](=O)[O-])c(C(C)(C)C)nn2C)cc1,-11%,-27%,-11%,nt,-4,?,-4,12%,-7%
O=C(COc1ccccc1)NC(NC(=S)Nc1ccccc1O)C(Cl)(Cl)Cl (configuration not stated),8%,-1%,?,-4,0,10%,-2,-7%,2%
COc1ccc(CCNC(=O)CCc2c(C)nc3cc(-c4cccc(F)c4)nn3c2C)cc1OC,-4%,nt,nt,nt,-7,-19%,nt,1%,nt
COCCNC(=O)Cn1cnc2c(cnn2-c2ccc(C)cc2)c1=O,-11%,-6%,-7%,-19,-8,-12%,?,-4%,54%[1.84 µM]
O=C1NC(NS(=O)(=O)c2ccc(Cl)cc2)(C(F)(F)F)C(=O)N1c1ccccc1 (configuration not stated),5%,8%,20%,10,3,?,6,-7%,-9%
CC1(C)Cc2c(cnn2-c2ccc(F)cc2)C(NC(=O)CCN2CCCC2=O)C1 (configuration not stated),-3%,4%,0%,34,3,23%,15,-3%,?
CCOC(=O)c1ccc(NC(=O)c2ccc(NS(C)(=O)=O)cc2)cc1,14%,?,-22%,-6,9,?,8,-1%,-3%

Additional structures:
SMILES,KB-3-1 tox,HT1080-NT tox,HT1080 IDH1KD tx,IL-1B inflam inh,D3 ag,KB-V1 cytotox,D3 antag,GLP-1R agonist,SW480 rerep
CCCC(CCC)c1nc2ccncc2[nH]1,-4%,15%,20%,40,2,0%,4,5%,-4%
CCCCN1C(=O)C(CC(=O)NCCc2ccccn2)CC(C(=O)N(CC)CC)=C1C (configuration not stated),?,-7%,9%,32,6,-3%,13,0%,nt
C/C(=N\Nc1nc(N2CCCCC2)nc(N2CCOCC2)n1)c1cccs1,0%,-13%,1%,-19,-4,0%,1,8%,?
Nc1nc(N)c2cc([N+](=O)[O-])ccc2n1,?,-1%,12%,23,2,-16%,-2,24%,-1%
Fc1ccc2c(c1)C(c1ccc(N3CCOCC3)cc1)=NNC(c1cccs1)=N2,?,-21%,-29%,-51*,1,10µM*,-1,-7%,0%
Cc1cc(C)cc(CC2CC(=O)N(c3cc(C)on3)C2=O)c1 (configuration not stated),10%,0%,1%,20,2,5%,25,-19%,-9%
COc1ccccc1N(CC(=O)Nc1c(C)n(C)n(-c2ccccc2)c1=O)S(=O)(=O)c1ccccc1,1%,2%,0%,1,3,0%,9,4%,-8%
CCNC(=S)N1CCN(CCN=CC2=C(O)CC(c3ccco3)CC2=O)CC1 (configuration not stated),10%,7%,0%,14,-7,?,33,-2%,-1%
CC1NC(=O)NC1CCCCCC(=O)Nc1ccc(F)c(Cl)c1 (configuration not stated),13%,-1%,-5%,-116*,-8,-1%,-9,7%,-5%
N#CNC(=Nc1ccc(F)cc1)SCc1ccccc1,-1%,12%,-3%,-1,-5,13%,-3,7%,3.7µM*
COc1ccc(C(=O)C(=O)N2CCC(Cc3ccccc3)CC2)cc1OC,-5%,-14%,-16%,-15,-2,?,7,nt,nt
COc1ccccc1C(=O)N/N=C/C(C)=C/c1ccccc1,18%,7%,0%,-7,-9,0%,9,-2%,-13%
O=C1CCCN1CCCNc1nc2c(S(=O)(=O)c3ccc(Br)cc3)nnn2c2ccccc12,?,2%,-1%,-13,10,2%,7,9%,-19%
Cc1cc(NC(=O)CSc2nc(-c3ccccc3)cs2)no1,0%,-4%,-7%,0,-4,?,44,3%,15%
CC(C(=O)Nc1ncccn1)(c1ccccc1)c1ccccc1,-4%,4%,13%,8,0,-12%,-15,8%,-2%

Remaining list, next part:
SMILES,KB-3-1 tox,HT1080-NT tox,HT1080 IDH1KD tx,IL-1B inflam inh,D3 ag,KB-V1 cytotox,D3 antag,GLP-1R agonist,SW480 rerep
CC(C)(O)C#Cc1ccc(CN2CCCC(CO)(Cc3cccc(Cl)c3)C2)cc1 (configuration not stated),0%,-24%,-24%,-3,-13,-3%,-16,-1%,1%
CCCCn1c(N)nc2ccccc21,4%,1%,-12%,10,12,1%,3,0%,-5%
O=C(O)CCCn1c(=O)c2cccn2c2ccc(F)cc21,2%,-2%,-1%,10,-3,-5%,-12,2%,-1%
N/C(CN1CCCC1=O)=N\OC(=O)c1ccc(Cl)cc1,-1%,18%,18%,19,-3,14%,-9,2%,1%
NC(=O)N/N=C/c1ccc(-n2nncc2-c2ccc(Cl)cc2)cc1,-3%,-3%,-6%,-15,-7,-14%,-18,29%,5%
Cn1c(SCc2nc(-c3ccc(Cl)cc3)no2)nnc1-c1ccccc1,-29%,-29%,-28%,0,-10,-29%,0,4%,-15%
Oc1ccccc1-c1cc(C(F)(F)C(F)F)nc(-c2ccccc2)n1,7%,4%,3%,-9,13,6%,1,-2%,16%
CCCCOc1ccc(C(=O)NCC(=O)OCC(=O)N2CCN(S(=O)(=O)c3ccc(C)cc3C)CC2)cc1,4%,-3%,-2%,0,-1,-32%,-1,9%,67%
O=c1ccc(S(=O)(=O)N2CCC(Cc3ccccc3)CC2)c[nH]1,0%,-2%,-1%,34,0,-3%,10,0%,2%
O=C(/C=C/c1ccc(S(=O)(=O)N2CCOCC2)cc1)NCc1ccc(Cl)cc1,-24%,-16%,-22%,-62*,-9,-4%,15,12%,9%
O=C(CCNC(=O)c1ccc(Br)cc1)Nc1cccc(S(=O)(=O)N2CCCCC2)c1,-6%,1%,3%,-1,-5,?,-4,-2%,14%
CC(NC(=O)c1ccc(Br)cc1)C(=O)NC1=NCCS1 (configuration not stated),-10%,15%,27%,9,-1,5%,-5,14%,1%
COc1ccc2nc(N3C(=O)C(O)=C(C(=O)c4ccco4)C3c3ccco3)sc2c1 (configuration not stated),2%,-6%,-5%,23,-27,-15%,?,4%,-5%
Nc1nonc1-n1nnc(C(=O)N/N=C/c2cccc(Cl)c2)c1-c1cccs1,6%,-8%,-22%,?,-12,11%,?,-2%,-2%
COc1cccc(OCC(=O)NNC(=O)c2cccs2)c1,21%,6%,0%,-7,-3,16%,4,-8%,-3%[9.22 µM]

Single records, as listed above:
Cc1cc(NC(=O)CSc2nc(-c3ccccc3)cs2)no1 across the screens: KB-3-1 tox = 0%; HT1080-NT tox = -4%; HT1080 IDH1KD tx = -7%; IL-1B inflam inh = 0; D3 ag = -4; KB-V1 cytotox = ?; D3 antag = 44; GLP-1R agonist = 3%; SW480 rerep = 15%
CC1(C)Cc2c(cnn2-c2ccc(F)cc2)C(NC(=O)CCN2CCCC2=O)C1 (configuration not stated) across the screens: KB-3-1 tox = -3%; HT1080-NT tox = 4%; HT1080 IDH1KD tx = 0%; IL-1B inflam inh = 34; D3 ag = 3; KB-V1 cytotox = 23%; D3 antag = 15; GLP-1R agonist = -3%; SW480 rerep = ?

Continuation:
SMILES,KB-3-1 tox,HT1080-NT tox,HT1080 IDH1KD tx,IL-1B inflam inh,D3 ag,KB-V1 cytotox,D3 antag,GLP-1R agonist,SW480 rerep
CCOc1ccc(CN(C)c2ccc(S(=O)(=O)N3CCN(C)CC3)cc2[N+](=O)[O-])cc1OC,7.3µM*,-2%,-26%,-15,-4,2.3µM*,-4,21%,-5%
C=CCn1c(/N=C/c2ccc(N(C)C)cc2)nc2ccccc21,-6%,3%,2%,0,-9,2%,5,3%,-5%
CCCCc1nc(N)c(C#N)c(-c2ccco2)c1CCC,-14%,-22%,-2%,-4,1,-4%,7,14%,-2%
NC(=O)C1CCN(CC(=O)Nc2ccccc2C(=O)NC2CC2)CC1,22%,11%,8%,5,4,1%,-6,3%,-3%
C=CCN1C(=O)C2(C(C(=O)c3ccc(C)o3)=C(O)C(=O)N2CCCN2CCOCC2)c2ccccc21 (configuration not stated),1%,9%,19%,16,1,19%,47,2%,1%
Cc1ccc2nc(-c3ccc(NC(=O)COC(=O)c4ccco4)cc3)sc2c1,-11%,?,?,-51*,6,-8%,1,-7%,16%
CC1(C)O[C@@H]2[C@H](O1)[C@@H](CO)O[C@H]2n1cnc2c(=O)[nH]cnc21,8%,?,15%,-6,3,1%,-17,2%,-10%
CCCN1C(=O)COc2ccc(-c3n[nH]c(=O)c4ccccc34)cc21,-12%,-29%,-1%,38,28,10%,31,10%,-8%
Cc1ccccc1OCC(=O)Nc1nnc(C2CCCCC2)s1,0%,0%,-2%,-15,3,-7%,6,-2%,13%
CCNC(=O)COc1cc(C)c(Cl)c(C)c1,1%,22%,20%,20,-4,18%,12,-2%,-1%
O=C(NCC(=O)N(c1cccc(F)c1)C(C(=O)NC1CCCC1)c1ccncc1)c1ccco1 (configuration not stated),-10%,-6%,-4%,15,20,3%,4,2%,2%
CC1=C(C)CS(=O)N(S(=O)(=O)c2ccc(Cl)cc2)C1 (configuration not stated),?,?,?,-93*,-3,?,-88*,-20%,?
O=C(CSc1nc2[nH]ncc2c(=O)n1-c1ccccc1Br)NCc1ccccc1Cl,-4%,6%,-7%,?,0,12%,3,10%,0%
